MEKK2mut PB1 HTS – MEK5 binding signal on mutant MEKK2 PB1, primary screen, biochemical, multiplex bead flow cytometry, Alexa488-MEK5 | Alexa488-MEK5 binding to MEKK2 mutant | percent response, % at 10 µM | 0.35% of 290,000 active; in the data active = percent response above about 24%, passing the limit was not always enough; note: inactives centre near 1; some results filed as inactive read as strong as hits; reference of the scale not given here
FID counter – compounds displacing fluorescent DNA intercalator, primary screen, artefact control for HCV NS3 helicase inhibitor project, biochemical, FID fluorescence; DNA fluorescent intercalator displacement; inhibition, % at 7.9 µM; 0.17% of 290,000 active; in the data active = inhibition above about 37%;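 note: 0% = vehicle and 100% = reference compound; higher means more ethidium bromide displaced from hairpin DNA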
MEKK3 PB1 HTS – modulators of MEKK3-MEK5 PB1 binding, primary screen, biochemical, wildtype MEKK3, multiplex bead flow cytometry, Alexa488-MEK5 | AID 1529, 2009 | Mitogen-activated protein kinase kinase kinase 3 (Homo sapiens), Q99759 | 1.4% of 290,000 active | bead-based flow cytometry, Alexa488-MEK5 binding to MEKK3; actives lie on both sides; 0 = blocked by unlabeled MEK5, 100 = vehicle | binding response (% of control), % at 10 µM;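 active = binding response more than 3 SD above or below the average of its plate-row segment, actives on both sides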;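 note: Alexa488 bead fluorescence after subtracting the streptavidin-only scavenger bead signal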
PfM18AAP inh – PfM18AAP inhibitors, malaria aminopeptidase, primary screen, biochemical, QFRET, recombinant enzyme; H-Glu-NHMec fluorogenic cleavage; inhibition, % at 7.35 µM; 1.2% of 290,000 active;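 active = inhibition above the campaign mean inhibition over all tested compounds plus 3 SD, cut at about 28% in these data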;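 note: 0% = plate median of test compound wells and 100% = 2 mM ZnCl2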
GPR7 antag – GPR7 receptor antagonists, primary screen, cell-based, fluorescence, single concentration; Neuropeptides B/W receptor type 1 (Homo sapiens), P48145; GPR7-expressing cells, fluorescence antagonist assay; inhibition, % at 4.4 µM; 1.1% of 290,000 active; AID 1861, 2009; in the data active = inhibition above about 16%, passing the limit was not always enough;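 note: cells stimulated with the agonist NPW; 0% = agonist with vehicle and 100% = vehicle without agonist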
Target sequence (P48145 whole entry, looked up): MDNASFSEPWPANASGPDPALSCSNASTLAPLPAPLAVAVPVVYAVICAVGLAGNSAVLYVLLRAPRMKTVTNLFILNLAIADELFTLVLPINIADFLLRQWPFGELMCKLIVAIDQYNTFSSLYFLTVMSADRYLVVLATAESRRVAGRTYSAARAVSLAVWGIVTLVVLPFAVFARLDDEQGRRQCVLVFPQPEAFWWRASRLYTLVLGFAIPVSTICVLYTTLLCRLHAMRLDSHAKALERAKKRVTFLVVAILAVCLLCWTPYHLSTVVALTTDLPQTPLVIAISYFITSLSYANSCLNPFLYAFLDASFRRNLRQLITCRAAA
MEKK2 WT-MEK5 – modulators of MEK5 binding to wildtype MEKK2, primary screen, biochemical, multiplex bead flow cytometry, Alexa488-MEK5; Mitogen-activated protein kinase kinase kinase 2 (Homo sapiens), Q9Y2U5; Alexa488-MEK5 binding to MEKK2 WT; actives lie on both sides; binding response (% of control), % at 10 µM; 1.1% of 290,000 active; AID 1531, 2009; in the data active = binding response below about 67% or above about 130%
PHOSPHO1 inh – PubChem AID 1565; inhibition, % at 13.3 µM; 1.1% of 290,000 active; recombinant PHOSPHO1, absorbance phosphatase assay; in the data active = inhibition above about 60%
Target sequence (Q8TCT1 whole entry, looked up): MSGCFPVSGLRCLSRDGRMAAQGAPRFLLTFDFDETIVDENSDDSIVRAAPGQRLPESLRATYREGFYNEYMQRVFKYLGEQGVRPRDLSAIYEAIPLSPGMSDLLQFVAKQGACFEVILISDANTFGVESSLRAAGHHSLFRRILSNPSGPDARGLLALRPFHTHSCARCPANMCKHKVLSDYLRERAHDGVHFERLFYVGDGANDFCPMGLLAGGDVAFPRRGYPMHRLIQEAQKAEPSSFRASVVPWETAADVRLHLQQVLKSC
NALP1 inh – NALP1 inflammasome inhibitors in reconstituted yeast, colorimetric, S. cerevisiae, triplicate retest | S. cerevisiae NALP1/ASC/caspase-1 growth, X-gal OD620, 72 h | inhibition, % at 10 µM | 0.61% of 280,000 active | AID 2071, 2009; in the data active = inhibition mostly above about 24%, no sharp cut-off; inactive = mostly below about 32%; note: some compounds called inactive have numbers as strong as hits
OXTR agonist – human OXTR agonists, primary screen, fluorescence, CHO-OTR cells, Fluo-8 calcium; activation, % at 3 µM; Fluo-8 calcium fluorescence; normalized: DMSO 0%, oxytocin 100%; Oxytocin receptor (Homo sapiens), P30559; 0.32% of 320,000 active;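 active = activation above the mean of all tested compounds plus 3 SD, cutoff set per screening run, cut at about 20% in these data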;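 note: peak over basal fluorescence ratio from a 100 s FLIPR kinetic read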
Target sequence (P30559 whole entry, looked up): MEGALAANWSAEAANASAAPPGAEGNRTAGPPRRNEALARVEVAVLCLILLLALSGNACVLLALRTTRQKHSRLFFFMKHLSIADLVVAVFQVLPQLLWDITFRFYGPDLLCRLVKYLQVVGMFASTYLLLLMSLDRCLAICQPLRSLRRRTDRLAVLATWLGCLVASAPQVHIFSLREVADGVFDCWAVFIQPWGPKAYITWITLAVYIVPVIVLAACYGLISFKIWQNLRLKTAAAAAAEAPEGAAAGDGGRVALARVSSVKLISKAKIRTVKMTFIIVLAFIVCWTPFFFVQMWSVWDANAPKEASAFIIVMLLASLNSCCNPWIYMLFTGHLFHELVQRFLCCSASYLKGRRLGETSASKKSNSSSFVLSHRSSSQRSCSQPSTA
An asterisk follows results filed as active; · = not tested or not shown; [ ] = another dose, or the depositor's remark. Rows were taken by chance; any-hit rate near 6.2%.

Preview (4 entries):
item	Compound	MEKK2mut PB1 HTS	FID counter	MEKK3 PB1 HTS	PfM18AAP inh	GPR7 antag
1	Cc1ccc2c(c1)C(c1ccc(F)cc1)N(C(=O)C1CC1)CC(=O)N2 (stereo unspecified)	0	-16	99	9	-12
2	C=CCSc1nnc2c(n1)OC(c1cccnc1)Nc1ccccc1-2 (stereo unspecified)	3	-1	101	7	-3
3	OCC1(CCc2ccccc2)CCN(Cc2ccc3nsnc3c2)CC1	-7	7	99	1	0
4	CC(=O)Nc1ccc(S(=O)(=O)Nc2ccc(Cc3ccncc3)cc2)cc1	5	-6	101	2	-3

item	MEKK2 WT-MEK5	PHOSPHO1 inh	NALP1 inh	OXTR agonist
1	102	6	24	-0.9
2	104	82*	16	0.2
3	89	2	15	1.3
4	105	52	-5	2.0

Main list, from the start:
item	Compound	MEKK2mut PB1 HTS	FID counter	MEKK3 PB1 HTS	PfM18AAP inh	GPR7 antag
1	Cc1ccc2c(c1)C(c1ccc(F)cc1)N(C(=O)C1CC1)CC(=O)N2 (stereo unspecified)	0	-16	99	9	-12
2	C=CCSc1nnc2c(n1)OC(c1cccnc1)Nc1ccccc1-2 (stereo unspecified)	3	-1	101	7	-3
3	OCC1(CCc2ccccc2)CCN(Cc2ccc3nsnc3c2)CC1	-7	7	99	1	0
4	CC(=O)Nc1ccc(S(=O)(=O)Nc2ccc(Cc3ccncc3)cc2)cc1	5	-6	101	2	-3
5	CCc1ccc(NC(=O)C2CCCN(S(=O)(=O)c3cccs3)C2)cc1 (stereo unspecified)	-1	-29	101	-4	-12
6	CN(C(=O)Cn1cc(C(F)(F)F)ccc1=O)c1c(N)n(Cc2ccccc2)c(=O)[nH]c1=O	0	-8	102	-4	-6
7	CCN1CCN(c2cc(C)c3cc(NC(=S)N(C)Cc4ccccc4)ccc3n2)CC1	10	20	107	4	-7
8	COC(=O)c1ccc(CNC(=O)C2CCC(=O)N(CCN3CCOCC3)C2)cc1 (stereo unspecified)	-1	-6	99	-6	-15
9	CCS(=O)(=O)c1nc(S(=O)(=O)c2ccc(C)cc2)c(NCCCN(C)C)s1	15	16	104	5	-17
10	CC(=O)Nc1ccc(OCc2cccc3ccccc23)cc1	-1	-19	104	-4	1
11	CNC(=O)c1ccc(NC(=O)c2cccc(C(F)(F)F)c2)cc1	-4	-1	101	-7	0
12	CCCn1cc(SCC(=O)Nc2cc(C)on2)c2ccccc21	6	-21	101	0	0
13	O=C(CSCc1ccc(Cl)cc1)Nc1ccc(S(=O)(=O)N2CCOCC2)cc1	3	-8	105	2	4
14	COc1ccc(NC(=S)Nc2cc(C)ccn2)c(OC)c1	10	-12	109	8	10
15	N#Cc1ccc(-c2ccccc2)nc1SCC(=O)c1cc2ccccc2oc1=O	4	-9	97	34*	-5

item	MEKK2 WT-MEK5	PHOSPHO1 inh	NALP1 inh	OXTR agonist
1	102	6	24	-0.9
2	104	82*	16	0.2
3	89	2	15	1.3
4	105	52	-5	2.0
5	94	24	2	5.0
6	99	48	13	0.8
7	127	33	13	4.4
8	95	32	7	·
9	109	5	15	-0.2
10	102	-1	29*	4.9
11	100	48	8	1.5
12	102	28	-6	-0.7
13	108	-3	32	6.4
14	94	15	8	0.1
15	100	11	30	1.8

The list goes on, starting with the last three of the part before.
item	Compound	MEKK2mut PB1 HTS	FID counter	MEKK3 PB1 HTS	PfM18AAP inh	GPR7 antag
13	O=C(CSCc1ccc(Cl)cc1)Nc1ccc(S(=O)(=O)N2CCOCC2)cc1	3	-8	105	2	4
14	COc1ccc(NC(=S)Nc2cc(C)ccn2)c(OC)c1	10	-12	109	8	10
15	N#Cc1ccc(-c2ccccc2)nc1SCC(=O)c1cc2ccccc2oc1=O	4	-9	97	34*	-5
16	O=[N+]([O-])c1cc(C(F)(F)F)ccc1Sc1ccc2ccccc2n1	-1	3	91	-11	9
17	O=C(COC(=O)c1ccccc1NC(=O)c1ccco1)NC1CCCCC1	-3	1	95	0	7
18	COc1cccc(NC(=O)COc2ccc(C(=O)N3CCN(C)CC3)cc2)c1	1	-5	101	-7	-6
19	O=C(Nc1ccccc1Cl)c1cccs1	2	2	103	4	-14
20	CC(C)(Oc1ccc(Cl)cc1)C(=O)Nc1cccnc1	2	-4	101	7	-13
21	O=C1C=C(N2CCN(C(=O)c3ccccc3)CC2)C2(CCCCC2)O1	-3	-5	90	1	-5
22	Cc1cc(-c2ccc(C)c(S(=O)(=O)Nc3ccc(S(N)(=O)=O)cc3)c2)on1	4	-5	99	2	-19
23	COc1ccc(C2=NOC(C(=O)N3CCCc4ccccc43)C2)cc1 (stereo unspecified)	4	-24	101	-4	1
24	Cc1ccc(OCCN(C)C(=O)C2CCC(=O)N(CC3CCCCC3)C2)cc1 (stereo unspecified)	1	-61	102	1	-1
25	c1ccc(Cc2cc[n+](Cc3ccccn3)cc2)cc1	-4	4	98	-8	-5
26	Cc1c(C)[n+](=O)c(-c2cccs2)c(C)n1[O-]	-9	-1	1.0*[inhibitor]	3	-7
27	O=C1CN(C(=O)c2cccc([N+](=O)[O-])c2)CC(=O)N1	2	0	104	2	-15
28	Clc1ccc(Nc2nc(-c3ccncc3)cs2)cc1	-4	-1	95	4	-10
29	COc1ccccc1C(=O)Nc1nnc(S(=O)(=O)N2CCCCCC2)s1	1	-26	103	3	11
30	CC(NC(=O)C(=O)NCc1cccs1)c1ccccc1 (stereo unspecified)	4	-8	105	-1	7

item	MEKK2 WT-MEK5	PHOSPHO1 inh	NALP1 inh	OXTR agonist
13	108	-3	32	6.4
14	94	15	8	0.1
15	100	11	30	1.8
16	94	33	14	-0.9
17	97	8	16	-1.0
18	102	19	26	1.1
19	102	-7	24	-0.2
20	105	-10	0	-0.9
21	96	29	3	0.4
22	101	44	12	0.1
23	100	22	16	-0.2
24	104	-22	4	2.8
25	100	19	-6	-0.8
26	0.0*[inhibitor]	-10	-72	-0.1
27	104	-2	8	0.5
28	100	·	·	-1.2
29	102	15	16	0.7
30	107	33	16	-0.4

Following part:
item	Compound	MEKK2mut PB1 HTS	FID counter	MEKK3 PB1 HTS	PfM18AAP inh	GPR7 antag
31	CCOc1cccc(-c2c(C(=O)N/N=C(\C)c3cccs3)nnn2-c2nonc2N)c1	-4	-43	103	-1	-10
32	Cc1ccc(C(=O)NCC2(c3ccccc3)CCCC2)cc1	-2	-24	92	-4	-2
33	CCN1CCN(c2nc3c(c(=O)[nH]c(=O)n3C)n2CCSc2nc3ccccc3s2)CC1	14	-3	113	2	-12
34	COCc1c(C(=O)N2CCc3ccccc32)oc2ccccc12	1	-28	102	5	-2
35	Cc1nc(Oc2cccc(Cl)c2)c2oc3ccccc3c2n1	-5	4	99	1	-4
36	COc1ccc(C2CC(c3ccccc3)=NN2C(=O)CSc2ncccn2)cc1 (stereo unspecified)	2	2	97	-7	3
37	CCOC(=O)N1CCN(C(=O)CSc2nnc(COc3ccccc3)o2)CC1	-1	-24	95	4	-5
38	CC(C)NCC(=O)Nc1c2c(nc3ccccc13)CCC2	6	4	108	5	-3
39	Clc1ccc(CSc2nnc(-c3ccncc3)s2)cc1	9	-3	104	4	-7
40	COc1ccc(C(=O)Nc2cc(C(F)(F)F)ccc2-n2cnc3ccccc32)cc1	30	-17	104	2	1
41	O=[N+]([O-])c1ccccc1CN1CCN(Cc2ccc3ccccc3c2)CC1	3	12	105	6	-22
42	CC(C)c1ccc(NC(=O)CSC(C)c2nc3ccccc3c(=O)[nH]2)cc1 (stereo unspecified)	-3	-27	96	0	-16
43	COc1ccc(S(=O)(=O)N2CCN(C(=O)c3c(C)nn(-c4ccccc4)c3Cl)CC2)cc1	11	-41	107	1	5
44	Cc1ccc(SCCC(=O)Nc2ccccc2Br)cc1	-6	-21	102	5	-12
45	COc1ccc(C(=O)Nc2ccc3c(c2)CCCN3C(=O)c2cccs2)c(OC)c1	1	-43	106	3	-22

item	MEKK2 WT-MEK5	PHOSPHO1 inh	NALP1 inh	OXTR agonist
31	100	6	1	36*
32	98	38	-5	-2.4
33	114	39	17	-0.3
34	98	27	-6	0.3
35	99	-4	10	-1.3
36	103	9	-5	3.7
37	98	-1	22	-0.1
38	104	-6	-2	0.1
39	100	49	2	-0.3
40	110	-1	30	-1.6
41	115	14	25	-1.4
42	92	34	·	0.0
43	112	-60	7	-0.3
44	94	28	10	-2.3
45	106	8	2	0.6

Next section:
item	Compound	MEKK2mut PB1 HTS	FID counter	MEKK3 PB1 HTS	PfM18AAP inh	GPR7 antag
46	COc1ccccc1NC(=O)N1CCCC1C(=O)NCc1ccccc1Cl (stereo unspecified)	9	-11	106	2	-23
47	CN(C)CCN(Cc1cc2cc3c(cc2[nH]c1=O)OCO3)C(=S)NCC1CCCO1 (stereo unspecified)	-3	9	113	-1	-2
48	Cc1cc(=O)[nH]c(Nc2c(C)n(C)n(-c3ccccc3)c2=O)n1	15	3	113	-5	2
49	CCOc1ccc(C(C)NC(=O)C2CCC2)cc1 (stereo unspecified)	-1	0	79	-7	-2
50	O=C(C1CCN(S(=O)(=O)c2cccnc2)CC1)N1CCN(c2ccc(Cl)cc2)CC1	13	-42	105	9	0
51	O=C1c2ccccc2C(=O)N1CCSc1nc2ccccc2c(=O)n1CCCN1CCOCC1	-11	-6	92	-1	-16
52	CCOC(=O)C1CCN(S(=O)(=O)c2ccc3c4c(cccc24)C(=O)N3)CC1	4	0	103	1	-7
53	CC(C)NC(=O)c1ccccc1NC(=O)Cc1ccc(Cl)cc1	-4	-7	99	0	8
54	CCCS(=O)(=O)N1CCN(Cc2ccc(OCc3ccccc3)c(OC)c2)CC1	2	-3	105	7	6
55	CCCC(C)NC(=O)c1nc(-c2ccccc2)n(-c2ccccc2)n1 (stereo unspecified)	-3	-33	99	-12	4
56	CCC(OC(=O)c1cccs1)C(=O)NCc1ccco1 (stereo unspecified)	-11	-2	70	-2	-20
57	O=C(CN1C(=O)c2ccccc2C1=O)OCCOCCN=C1NS(=O)(=O)c2ccccc21	-3	-1	98	0	2
58	O=C(Nc1ccccc1)c1ccccc1C(=O)N1CCCCC1	-1	-3	115	-9	-1
59	CC(C)=CCCC(C)CN1CCC(N2CCC(C(=O)N3CCOCC3)CC2)CC1 (stereo unspecified)	12	13	95	-9	-10

item	MEKK2 WT-MEK5	PHOSPHO1 inh	NALP1 inh	OXTR agonist
46	109	35	-4	-1.4
47	103	12	32	-0.5
48	117	-34	8	-0.1
49	98	6	22	-0.7
50	106	0	12	9.7
51	86	5	19	0.4
52	98	2	-18	6.7
53	95	28	-1	-1.7
54	106	·	·	3.0
55	96	30	-3	-1.9
56	78	11	12	-0.5
57	96	20	14	-0.2
58	100	-20	36	0.1
59	118	52	-1	0.5

Assay outcomes deposited in PubChem BioAssay by several laboratories.
